JMJD2A Tudor: inhibitors of human JMJD2A Tudor domain. O75164. AlphaScreen JMJD2A-Tudor / H3K4me3 peptide binding. Potency, µM (highest dose often 114 µM), inactives show at the top dose activity change, negative = inhibition, actives largely listed as inhibitors. 4.4% of 390,000 active. AID 504339; also: potency is read from the fitted curve at half-maximal effect; % is scaled to controls: 0 for no effect and ±100 for the full control effect; nearly all actives have a fitted effect of over 50% in size
RGS4 inhibitor: inhibitors of human regulator of G protein signaling 4. P49798. Transcreener GDP fluorescence polarization, RGS4-accelerated GTP hydrolysis. Potency, µM (highest dose often 114 µM), for inactives: at the highest dose activity change, negative = inhibition, most hits filed as inhibitors. 0.039% of 390,000 active. AID 504845; also: potency is read from the fitted curve at half-maximal effect; % is scaled to controls: 0 for no effect and ±100 for the full control effect; nearly all actives have a fitted effect of over 75% in size; some results filed as inactive show a strong effect at the top dose
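MLSMR compounds (23 nl, pin-transferred) preincubated 10 min at room temperature with a 500nM (2x) first reagent, then RGS4 at 900nM (2x) plus Transcreener GDP mix added; fluorescence polarization (620/688 nm) read before and after 90 min at 30 °C.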
ERG-DNA inh: inhibitors of human ERG Ets domain-DNA interaction; fluorescence polarization, His-ERG Ets domain / labelled DNA; Potency, µM (series often up to 76.9 µM), inactives show at the top dose FP activity, negative = inhibition, hits mostly inhibitors; P11308; AID 624246; 0.028% of 370,000 active; active = well fitted inhibition curve with a large enough effect in the polarisation, with a control signal flat; inconclusive = small, poorly fitted or top-dose-only effect, or effect the other way, or a change in a side signal; inactive = no such curve, though single readings can be large or run the other way; the % refers to the polarisation;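 also: polarization taken with two DNA probes labelled with fluorescein and Texas red; potency is read from the fitted curve at half-maximal effect; % of control where 0% means no effect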
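His-tagged ERG Ets domain (1 uM in the protein solution; 300mM KCl, 50mM Tris-HCl, 1mM EDTA, 1mM DTT, pH 7.5) received compound, then a probe mix of 5 nM fluorescein-DNA and 100nM Texas-615-DNA. Fluorescence polarization was read for both dyes.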
GLS inh: inhibitors of human glutaminase (GLS); Potency, µM (top dose mostly 45.5 µM), inactives show at the top dose activity change, negative = inhibition, hits mostly inhibitors; O94925; GLS enzymatic activity, qHTS titration; AID 624170; 0.21% of 410,000 active; also: potency is read from the fitted curve at half-maximal effect; % is scaled to controls: 0 for no effect and ±100 for the full control effect
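Coupled fluorescence readout: glutamate oxidase/HRP/Amplex Red detect glutamate formed by hKGA from L-glutamine (1 mM solution added). Buffer 45 mM KH2PO4 pH 8.2, 0.02% Tween-20; reads at t0 and 30 min RT.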
BAZ2B block: inhibitors of human BAZ2B bromodomain; Q9UIF8; AlphaScreen BAZ2B-H3K14Ac peptide displacement; Potency, µM (highest dose often 114 µM), for inactives: at the top dose activity change, negative = inhibition, usual class: inhibitors; 4.4% of 360,000 active; also: potency is read from the fitted curve at half-maximal effect; % is scaled to controls: 0 for no effect and ±100 for the full control effect; nearly all actives have a fitted effect of over 60% in size
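AlphaScreen displacement: compounds (up to 110uM) incubated 30 min at room temperature with a preformed 50 nM BAZ2B/50 nM biotinylated H3K14Ac peptide complex in PBS pH 7.4 with Tween-20. Donor and acceptor beads at 10 ug/mL final added, 20 min light-protected before reading.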
HP1b chromo inh: blocks HP1-beta chromodomain binding to methylated histone tails; AlphaScreen HP1-beta / biotin-H3K9me3 peptide binding; Potency, µM (doses to about 114 µM), for inactives: at the highest dose activity change, negative = inhibition, actives largely listed as inhibitors; 0.56% of 390,000 active; AID 540317; also: potency is read from the fitted curve at half-maximal effect; nearly all actives have a fitted effect of over 70% in size; inactives centre near 23
Target sequence (P83916 whole entry, looked up): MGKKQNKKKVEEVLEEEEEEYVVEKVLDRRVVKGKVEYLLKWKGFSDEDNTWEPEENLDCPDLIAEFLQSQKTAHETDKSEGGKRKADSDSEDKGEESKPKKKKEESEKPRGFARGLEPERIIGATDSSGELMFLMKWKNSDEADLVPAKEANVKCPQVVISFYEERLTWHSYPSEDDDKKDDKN
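Compound inhibition of the preformed complex between 50 nM HP1-beta and 50 nM biotinylated H3K9me3 peptide was read by AlphaScreen. Buffer was PBS pH 7.4 with 0.01% Tween-20. Incubations ran 30 min at room temperature, with 10 ug/mL donor/acceptor beads.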
G9a inh: inhibitors of human histone lysine methyltransferase G9a. Q96KQ7. G9a H3K9 monomethylation, AlphaScreen, 2 h. Potency, µM (series often up to 102 µM), without a hit: top-dose activity, negative = inhibition, usual class: inhibitors. 8.8% of 350,000 active; also: potency is read from the fitted curve at half-maximal effect; % is scaled to controls: 0 for no effect and ±100 for the full control effect; nearly all actives have a fitted effect of over 75% in size
Target sequence (Q96KQ7 913-1193 limits assumed): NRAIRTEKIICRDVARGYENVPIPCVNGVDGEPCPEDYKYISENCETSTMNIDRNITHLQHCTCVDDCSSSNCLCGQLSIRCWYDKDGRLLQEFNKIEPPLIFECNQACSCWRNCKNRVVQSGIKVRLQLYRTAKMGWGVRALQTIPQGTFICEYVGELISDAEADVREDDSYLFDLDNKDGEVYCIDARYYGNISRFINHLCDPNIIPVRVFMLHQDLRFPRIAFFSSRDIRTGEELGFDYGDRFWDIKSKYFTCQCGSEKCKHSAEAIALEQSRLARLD
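Step 1: enzyme (final 20 nM) with compound, 15 min RT. Step 2: substrate peptide 500 nM and SAM 20 uM, 2 h RT. Step 3: anti-H3K9me1 antibody and AlphaScreen beads, 10 min, then plate read.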
PI4K2A block: PI4K2A (human) kinase inhibition; AID 1346378; activity change, negative = inhibition, % at 76.9 µM; 0.13% of 420,000 active; purified PI4K2A, ADP-Glo luminescence, 1 h; hits give low values; in the data active = activity change below about -50%; inconclusive = mostly about -30% to -49%;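 also: -100% = wells without enzyme as full effect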
Target sequence (Q9BTU6 whole entry, looked up): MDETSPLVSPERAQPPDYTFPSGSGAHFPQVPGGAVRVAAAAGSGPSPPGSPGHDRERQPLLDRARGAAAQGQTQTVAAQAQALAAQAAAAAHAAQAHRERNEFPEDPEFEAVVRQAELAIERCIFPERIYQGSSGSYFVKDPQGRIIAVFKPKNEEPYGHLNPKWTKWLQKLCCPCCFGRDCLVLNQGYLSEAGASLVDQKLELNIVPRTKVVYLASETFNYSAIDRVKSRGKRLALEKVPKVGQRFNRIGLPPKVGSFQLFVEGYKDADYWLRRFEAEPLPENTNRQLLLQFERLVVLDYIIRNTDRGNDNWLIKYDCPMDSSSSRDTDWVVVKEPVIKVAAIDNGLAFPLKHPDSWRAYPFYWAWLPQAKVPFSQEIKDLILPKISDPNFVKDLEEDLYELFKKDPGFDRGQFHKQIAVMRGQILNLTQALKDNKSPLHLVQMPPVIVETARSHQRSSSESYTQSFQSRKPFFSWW
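ADP-Glo luminescence measured ADP generated by PI4K2A enzyme (4 ug/mL before mixing) with 1.2 mM PI substrate (pre-mix) and 300 microM ATP (pre-mix). Tris pH7.5 buffer with MgCl2, Triton X-100; 1 h reaction at ambient temperature.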
12-LOX inh: blocks human arachidonate 12S-lipoxygenase; P18054; 1.1% of 580,000 active; purified 12hLO, xylenol orange hydroperoxide absorbance; Potency, µM (doses to about 108 µM), for the others: top-dose activity change, negative = inhibition, most hits filed as inhibitors; AID 1671190; also: potency is read from the fitted curve at half-maximal effect; % is scaled to controls: 0 for no effect and ±100 for the full control effect
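Purified human 12hLO at 150 nM in 25 mM Hepes, 0.01% Triton X-100, pH 7.0, preincubated 15 min at room temperature with compound. Reaction started with 40 uM arachidonic acid, 30 min at room temperature. Hydroperoxide measured by Fe-xylenol orange, 573/405 nm absorbance ratio.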
* marks the source's active call; other numbers are inactive results; ? = inconclusive; . = not tested or not shown; & = joins results of further samples; [ ] = another dose, or the depositor's remark. Unless noted, calls follow the shape of the dose curve; as a rule, active = well fitted curve in the direction sought with a large enough effect; inconclusive = small, poorly fitted or top-dose-only effect, or another doubt; inactive = no such curve, though single readings can be large; an effect the other way counts as inactive or inconclusive.

[1] COc1ccc(NC(=O)Cn2c(=O)n(CCC(=O)NCC3CCCO3)c(=O)c3cc(OC)c(OC)cc32)cc1 (stereo not drawn)
[2] COCCN(C(=O)C1CCC1)c1c(N)n(CC(C)C)c(=O)[nH]c1=O
[3] COc1ccc2[nH]c(C(=O)N/N=C/c3cc(OC)c(OC)c(OC)c3)cc2c1
[4] CCOC(=O)[C@@H]1[C@H]2COc3ccccc3[C@@H]2N2C(=O)N(c3ccc(Cl)cc3)C(=O)[C@]12C
[5] O=C(CN1C(=O)COc2ccc(Cl)cc21)Nc1ccc2c(c1)OCCO2
[6] O=C(NCCCN1CCCC1)c1ccc2c(c1)N(Cc1ccc(F)cc1)C(=O)c1ccccc1S2=O (stereo not drawn)
Assay by compound	1	2	3	4	5	6
JMJD2A Tudor	-11%&4%	1%	-23%	-19%	-6%	-20%
RGS4 inhibitor	3%&10%	19%	-7%	7%	21%	13%
ERG-DNA inh	-8%&14%	-14%	-1%	-1%	1%	5%
GLS inh	-19%&-7%	0%	6%	-8%	-1%	-1%
BAZ2B block	5%&2%	13%	-15%	-3%	-4%	-18%[57.1 µM]
HP1b chromo inh	9%&33%	33%	15%	30%	15%	13%
G9a inh	21%	58%[activator][12.7 µM]	11%	17%	-32%[12.7 µM]	?
PI4K2A block	-2&0	-2	-1	2	10	-6
12-LOX inh	-13%&-11%	0%	4%	8%	7%	-25%

[7] Cc1nc([N+](=O)[O-])cn1CC(=O)c1ccc(F)cc1
[8] O=C(NCc1nnc(SCC(=O)N2CCc3ccccc32)o1)c1cccs1
[9] Cc1cnc(C(=O)OCC(=O)c2cccc3ccccc23)cn1
[10] CCOC(=O)C1C2C=CC3(CN(c4ccccc4CC)C(=O)C13)O2 (stereo not drawn)
[11] COc1ccc(C(=O)N2CCCC2)cc1
[12] CC1(C)Cc2cccc(OCC(=O)NCCc3ccccc3)c2O1
Assay by compound	7	8	9	10	11	12
JMJD2A Tudor	-9%	-13%	-16%	-14%	-8%	-5%
RGS4 inhibitor	-36%	6%	21%	-20%	33%	17%
ERG-DNA inh	7%	-1%	-4%	1%	0%	-4%
GLS inh	1%	0%	7%	-9%	3%	7%
BAZ2B block	0%	9%	-4%	.	-3%	-5%
HP1b chromo inh	15%	8%	20%	34%[activator]	12%	13%
G9a inh	-1%	39%	45µM*	.	?	-2%
PI4K2A block	-7	1	-2	1	1	1
12-LOX inh	.	-8%	?	-17%	2%	0%

[13] COc1cc(-c2nc3ccc(C)cn3c2NCc2ccccc2)ccc1-c1cccc(Cl)c1
[14] Cn1cc(Cl)c(C(=O)Nc2nc3ccc([N+](=O)[O-])cc3s2)n1
[15] COc1ccc(CCNCCC(=O)Nc2c(C)cc(C)cc2C)cc1OC
[16] Cc1c(C)n(C)c2ccc(C(=O)Nc3cccc4ccccc34)cc12
[17] O=C(NCCCc1ccc(F)cc1)C1CCC(=O)N(CCN2CCOCC2)C1 (stereo not drawn)
[18] CCCCn1nnc(NC(=O)c2ccc(-c3ccccc3[N+](=O)[O-])o2)n1
Assay by compound	13	14	15	16	17	18
JMJD2A Tudor	?	-16%	-21%	?	-15%	-20%
RGS4 inhibitor	3%	20%	-8%	-16%	12%	16%
ERG-DNA inh	-5%	-1%	-13%	-12%	9%	-5%
GLS inh	11%	31%[activator]	23%	5%	8%	-1%
BAZ2B block	.	-13%	-6%	?	-11%[57.1 µM]	-24%
HP1b chromo inh	-3%	12%	17%	?	26%	11%
G9a inh	.	?	5%[59 µM]	50µM*	1%	?
PI4K2A block	1	5	-5	3	-2	2
12-LOX inh	?	0%	7%	0%	21%	-4%

Look-ups from the results shown:
For GLS inh, #16 shows 5%
For G9a inh, #15 shows 5%[59 µM]
For RGS4 inhibitor, #14 shows 20%
For ERG-DNA inh, #17 shows 9%
For PI4K2A block, #13 shows 1

Going on with the list.
[19] O=C(COC(=O)c1ccncc1)NCCCc1ccccc1
[20] CCCCS(=O)(=O)N1CN(S(=O)(=O)CCCC)C2NC(=O)NC21 (stereo not drawn)
[21] O=C(COC(=O)C1CC(=O)N(Cc2ccccc2)C1)c1ccc(F)cc1 (stereo not drawn)
[22] CCc1ccc(S(=O)(=O)c2cn(C)c3cc(N4CCCC4)c(F)cc3c2=O)cc1
[23] Cc1ccccc1C(=O)NNc1ncnc2c1cnn2C
[24] Cc1c(C(=O)O)cccc1-n1c(C)cc(/C=N/NC(=O)c2cc3ccccc3o2)c1C
Assay by compound	19	20	21	22	23	24
JMJD2A Tudor	-17%	-7%	-11%	2%	-6%	-23%
RGS4 inhibitor	17%	-31%	2%	-10%	-17%	-15%
ERG-DNA inh	0%	-3%	2%	-2%	6%	-8%
GLS inh	-7%	-6%	-3%	3%	2%	0%
BAZ2B block	0%	4%	-6%	3%	-20%	-6%
HP1b chromo inh	29%	50%[activator]	20%	52%[activator]	46%[activator]	30%
G9a inh	?	?	-6%	1%[59 µM]	?	-18%[59 µM]
PI4K2A block	-1	-4	-1	3	0	3
12-LOX inh	0%	3%	-6%	-7%	28%	-8%

[25] Cn1nnnc1SCC(=O)Nc1ccccc1N1CCCCC1
[26] CCCSc1nc(C)c(CC(=O)O)c(=O)[nH]1
[27] Cc1nc(SCC(=O)N2CCC(C(N)=O)CC2)n[nH]1
[28] S=C(Nc1ccccc1)Nc1cc(Cl)ccc1Oc1ccccc1
[29] CC(=NNC(=O)c1cc(C)oc1C)c1ccc(Br)s1
[30] Clc1cccc(CN2CCN(c3nc4nonc4nc3NC3CC3)CC2)c1
Assay by compound	25	26	27	28	29	30
JMJD2A Tudor	0%	-7%	-3%	11%	-3%	-26%
RGS4 inhibitor	-5%	-17%	16%	-33%	-43%	9%[11.4 µM]
ERG-DNA inh	-6%	-6%	-9%	-1%	-7%[15.4 µM]	6%
GLS inh	22%	3%	2%	2%	17%	1%
BAZ2B block	2%	6%	0%	18%	.	-4%
HP1b chromo inh	48%[activator]	28%	23%	33%	25%	7%
G9a inh	17%[59 µM]	6%	6%[12.7 µM]	57%[activator]	.	.
PI4K2A block	2	-6	1	0	3	-24
12-LOX inh	-13%	244%[activator]	-18%	77%[activator][57.4 µM]	25%	-5%

[31] O=C(CCNS(=O)(=O)c1ccc(Br)s1)NC1CCCC1
[32] CCc1nn2c(=O)cc(COC(=O)c3cc(Cl)c(OC)c(OC)c3)nc2s1
[33] O=S(=O)(Nc1ccc(F)c(Cl)c1)c1ccc(Br)s1
[34] O=C1CC(SC(=Nc2ccccc2)Nc2ccccc2)C(=O)N1c1ccc(Cl)c(Cl)c1 (stereo not drawn)
[35] Cc1ccc(NC(=O)CCc2nc3sc4c(c3c(=O)[nH]2)CCCC4)c(Br)c1
[36] O=C(CC1C(=O)NCCN1Cc1cccc(F)c1)NC1CCCCC1 (stereo not drawn)
Assay by compound	31	32	33	34	35	36
JMJD2A Tudor	-6%	-35%	1%	-22%	?	-10%
RGS4 inhibitor	-4%	11%	1%	4%	-9%	12%
ERG-DNA inh	-7%	-1%	0%	24%	-2%	4%
GLS inh	2%	-5%	-7%	6%	0%	-8%
BAZ2B block	14%	-9%	6%	-3%	50µM*	-9%
HP1b chromo inh	33%	17%	23%	14%	2%	35%
G9a inh	-1%	-8%[12.7 µM]	1%[59 µM]	7%	?	?
PI4K2A block	6	-1	-2	3	-26	-7
12-LOX inh	-2%	158%[activator]	?	?	.	-19%

[37] COC(=O)CN(c1ccccc1OC)S(=O)(=O)c1ccccc1
[38] CC(C)CN1C(=O)NC(NC(=O)c2cccnc2)(C(F)(F)F)C1=O (stereo not drawn)
[39] NC(=O)c1oc2ccccc2c1NC(=O)c1ccc(F)cc1
[40] COc1cc(Cl)c(C)cc1NC(=O)CN1CCCCCC1
[41] Cn1c(=O)[nH]c(=O)c2c1nc(SCCO)n2Cc1ccccc1Cl
[42] COc1ccccc1NC(=O)Cc1nnc(SCC(=O)NC2=NCCS2)n1C
Assay by compound	37	38	39	40	41	42
JMJD2A Tudor	-15%	-3%	-19%	0%	?	-7%
RGS4 inhibitor	16%	-4%	9%	7%	-50%	32%
ERG-DNA inh	4%	-2%	6%	11%	-15%	1%
GLS inh	1%	-15%	-4%	0%	-15%	17%
BAZ2B block	1%	-1%	-4%	-1%	-2%	-2%
HP1b chromo inh	31%	27%	27%	34%	-10%	9%
G9a inh	11%[12.7 µM]	-34%	4%[59 µM]	-6%	45µM*	?
PI4K2A block	3	-2	-3	2	2	-4
12-LOX inh	9%	3%	-2%	-17%	?	?

A different layout for four compounds above:
Value order – JMJD2A Tudor	RGS4 inhibitor	ERG-DNA inh	GLS inh	BAZ2B block	HP1b chromo inh	G9a inh	PI4K2A block	12-LOX inh
37. COC(=O)CN(c1ccccc1OC)S(=O)(=O)c1ccccc1
→ -15%	16%	4%	1%	1%	31%	11%[12.7 µM]	3	9%
38. CC(C)CN1C(=O)NC(NC(=O)c2cccnc2)(C(F)(F)F)C1=O (stereo not drawn)
→ -3%	-4%	-2%	-15%	-1%	27%	-34%	-2	3%
39. NC(=O)c1oc2ccccc2c1NC(=O)c1ccc(F)cc1
→ -19%	9%	6%	-4%	-4%	27%	4%[59 µM]	-3	-2%
40. COc1cc(Cl)c(C)cc1NC(=O)CN1CCCCCC1
→ 0%	7%	11%	0%	-1%	34%	-6%	2	-17%

Only part of the results is shown; the hit share may differ from the screen's.
